Bioassay records (PubChem BioAssay)
hIAP block = blocks human intestinal alkaline phosphatase; inhibition, % at 10 µM; 330,000 compounds, 0.12% hits; purified IAP, CDP-Star luminescence, 30 min; P09923; AID 2544;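 active = inhibition reaching a set limit with compound at 10 µM in the primary screen, cut at about 35% in these data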;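 also: plate controls were DMSO wells with enzyme for no effect and no-enzyme buffer wells for full effect; values of inactives mirror those of a sister screen read the other way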
Target sequence (P09923 whole entry, looked up): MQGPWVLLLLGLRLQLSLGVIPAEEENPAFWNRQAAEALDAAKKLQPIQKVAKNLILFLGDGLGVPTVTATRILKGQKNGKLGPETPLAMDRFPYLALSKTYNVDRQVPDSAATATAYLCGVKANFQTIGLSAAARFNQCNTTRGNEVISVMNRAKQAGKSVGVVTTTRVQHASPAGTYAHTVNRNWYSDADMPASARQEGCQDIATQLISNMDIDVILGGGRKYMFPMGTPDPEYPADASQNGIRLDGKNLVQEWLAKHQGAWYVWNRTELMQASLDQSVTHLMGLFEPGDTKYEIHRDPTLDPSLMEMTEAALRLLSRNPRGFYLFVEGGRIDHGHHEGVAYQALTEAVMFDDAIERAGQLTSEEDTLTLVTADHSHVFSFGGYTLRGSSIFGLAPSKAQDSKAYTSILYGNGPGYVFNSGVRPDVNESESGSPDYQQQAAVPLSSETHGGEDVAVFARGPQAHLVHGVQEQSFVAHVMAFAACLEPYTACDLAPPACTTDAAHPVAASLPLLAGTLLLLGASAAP
beta cell repl = induces beta-cell replication in MIN6 cells; MIN6 cells proliferation, ATPlite luminescence, 48 h; cells starved in 0.2% serum; 100% = growth in 10% serum; proliferation, % at 10 µM; 330,000 compounds, 0.29% hits; AID 2380;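 active = compounds whose signal lies at least 3.5 SD above the mean of all wells on their plate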;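 also: 0% = DMSO-treated cells in low-serum medium and 100% = 10% serum control; some compounds called inactive have numbers as strong as hits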
mIAP activ = mouse IAP activation | muIAP, CDP-Star luminescence, 30 min; stronger effect = higher value; 1 = vehicle-only enzyme signal, 0 = enzyme-free wells | activation factor at 10 µM | 330,000 compounds, 0.24% hits | AID 2805;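 active = activation factor of at least 2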; also: the source names both 10 and 20 µM as test concentration; values of inactives mirror those of a sister screen read the other way
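Assay system: mouse IAP enzyme; reagent: chemiluminescent substrate CDP-Star; dosing: test compounds delivered from DMSO solution; schedule: 30 min at room temperature; measured by: luminescence from enzymatic CDP-Star hydrolysis; controls: DMSO-only wells and no-enzyme negative control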
NALP3 yeast inh = inhibitors of NALP3 inflammasome in yeast. 330,000 compounds, 0.39% hits. inhibition, % at 10 µM. AID 2825. Yeast reconstituted NLRP3/ASC/caspase-1, beta-gal luminescence, 24 h;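 active = inhibition of 50% or more; inactive = inhibition below 50%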;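 also: plate controls were induced DMSO wells for no effect and uninduced yeast grown without galactose for full effect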
APOBEC3A inh = blocks human APOBEC3A ssDNA deamination | P31941 | recombinant A3A, FAM/TAMRA ssDNA deamination fluorescence | inhibition, % at 20 µM | 330,000 compounds, 0.41% hits;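 active = at least 40% inhibition at 20 µM here, with at most 30% in a related deaminase screen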;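 also: plate controls were A3A with DMSO for no effect and wells lacking A3A enzyme for full effect; some results filed as inactive read as strong as hits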
Target sequence (P31941 whole entry, looked up): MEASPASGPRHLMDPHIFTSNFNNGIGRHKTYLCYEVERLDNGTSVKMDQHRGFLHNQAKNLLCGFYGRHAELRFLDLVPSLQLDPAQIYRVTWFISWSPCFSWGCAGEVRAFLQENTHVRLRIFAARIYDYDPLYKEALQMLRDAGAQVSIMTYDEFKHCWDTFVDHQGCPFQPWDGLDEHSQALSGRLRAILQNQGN
APOBEC3G inh = blocks human APOBEC3G single-stranded DNA deamination | Q9HC16 | inhibition, % at 20 µM | recombinant A3G, ssDNA deamination FAM/TAMRA fluorescence | 330,000 compounds, 0.28% hits;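 active = inhibition of at least 40% at 20 µM, with no more than 30% in the related APOBEC3A deaminase screen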;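 also: plate controls were DMSO wells with A3G for no effect and wells lacking A3G enzyme for full effect; some compounds called inactive have numbers as strong as hits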
Target sequence (Q9HC16 whole entry, looked up): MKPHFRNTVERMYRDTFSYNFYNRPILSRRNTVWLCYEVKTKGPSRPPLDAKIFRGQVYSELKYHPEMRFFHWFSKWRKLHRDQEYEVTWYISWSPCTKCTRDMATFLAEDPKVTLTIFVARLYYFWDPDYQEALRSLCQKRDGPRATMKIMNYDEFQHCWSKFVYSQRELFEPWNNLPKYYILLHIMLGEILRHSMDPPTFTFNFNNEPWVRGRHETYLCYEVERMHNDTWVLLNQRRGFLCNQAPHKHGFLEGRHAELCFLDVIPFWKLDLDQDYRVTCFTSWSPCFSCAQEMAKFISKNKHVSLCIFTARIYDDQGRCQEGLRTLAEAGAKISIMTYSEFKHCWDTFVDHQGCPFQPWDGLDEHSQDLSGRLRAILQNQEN
mIAP inh = blocks mouse intestinal alkaline phosphatase; 330,000 compounds, 0.2% hits; inhibition, % at 10 µM; purified mouse IAP, CDP-Star luminescence, 30 min; AID 2806;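 active = inhibition of at least 40% at 10 µM in the primary screen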;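 also: plate controls were DMSO with enzyme for no effect and no enzyme wells for full effect; values of inactives mirror those of a sister screen read the other way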
tim10-1 inh = tim10-1 yeast growth inhibition | S. cerevisiae tim10-1 ts strain growth, BacTiter-Glo, 24 h | inhibition, % at 20 µM | 330,000 compounds, 2.2% hits | AID 463190;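 active = inhibition of at least 40%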;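 also: mutant grown at 25 °C; 0% = DMSO wells with yeast and 100% = wells holding no yeast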
TIM10 inh = inhibits growth of TIM10 yeast strain. S. cerevisiae TIM10 strain growth, BacTiter-Glo luminescence, 24 h. inhibition, % at 10 µM. 330,000 compounds, 1.4% hits;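 active = inhibition of 40% or more at the single tested concentration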;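 also: wild-type TIM10 isogenic control strain grown at permissive 25 °C; 0% = DMSO yeast wells and 100% = minimal medium wells without yeast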
The depositor's hits bear a star.

SMILES | hIAP block | beta cell repl | mIAP activ | NALP3 yeast inh | APOBEC3A inh | APOBEC3G inh | mIAP inh | tim10-1 inh | TIM10 inh
CC(C)c1ccc(NC(=O)c2ccc(NC3=NC4CS(=O)(=O)CC4S3)cc2)cc1 (stereo not given) | 12 | -2 | 0.98 | -2 | -5 | -9 | 2 | 6 | 1
CCCn1c(=O)c2ccccc2n2c(SCC(=O)/C(C#N)=C(\C)N)nnc12 | 7 | 0 | 0.93 | -1 | 2 | 8 | 7 | 1 | -13
CCN(CC)C(=O)CSc1nc(O)cc(=O)n1-c1ccccc1OC | 9 | 0 | 0.94 | 2 | 0 | -3 | 6 | 4 | 16
COc1ccc(CCNC(=O)c2sc(=S)n(C)c2N)cc1 | 3 | 0 | 1 | 10 | -2 | 2 | 0 | 7 | 9
CC(C)(C)NC(=O)CN(C(=O)CSc1nnc(COc2ccccc2)o1)c1cccc(F)c1 | 14 | 1 | 1 | 29 | 2 | 8 | -2 | 14 | 10
Cc1c(C(=O)NCc2ccc3c(c2)OCO3)sc2nc(-c3ccccc3)cn12 | 11 | -3 | 0.95 | 3 | -4 | -3 | 5 | 6 | -5
CCOc1ccc(Oc2cc(C)nc(SC)n2)nn1 | 13 | 0 | 0.95 | 9 | -1 | -2 | 5 | 12 | 8
CC(=O)OC(C(=O)NCc1ccco1)c1cccnc1 (stereo not given) | -12 | -2 | 0.95 | 6 | 3 | 0 | 4 | 9 | 0
COc1ccccc1N1CCN(CCCCCCOc2ccc(F)cc2)CC1 | 17 | -1 | 1 | 26 | 2 | -2 | 0 | -17 | 4
COC(=O)c1ccc(CSc2nnc3sc4ccccc4n23)o1 | -21 | -1 | 0.98 | 19 | -1 | -5 | 2 | 18 | 3
Cc1nc2ccccc2c(=O)n1NC(=O)c1ccc(Cl)cc1 | 4 | 1 | 1 | 6 | 5 | 1 | -5 | 34 | 9
O=C(CC12CC3CC(CC(C3)C1)C2)NC(=S)Nc1ccc(CN2CCOCC2)cc1 | 0 | -5 | 0.95 | 27 | -5 | -9 | 5 | 14 | 15
COC(=O)c1ccc(NC(=O)Nc2ccccc2F)cc1 | 1 | -3 | 1.7 | 20 | 1 | 3 | -70 | -23 | -7
Cc1noc(C)c1COc1ccc(C(=O)Nc2ccccc2)cc1 | -13 | 0 | 0.96 | -7 | 3 | -4 | 4 | -18 | -17
CCC1(C)NC(=O)N(CC(=O)Nc2cc(C)on2)C1=O (stereo not given) | -16 | -3 | 1.2 | 14 | 4 | -9 | -15 | 24 | -5
C=CCOC(=O)C1=C[C@H](c2csc3ccccc23)C[C@H](OCc2ccc(CO)cc2)O1 | 3 | -8 | 0.96 | 24 | -2 | -5 | 4 | 7 | -7
CCC(=O)N1CCC(C(N)=O)(N2CCCCC2)CC1 | -26 | -1 | 1.1 | -4 | -2 | -1 | -9 | 26 | -22
CC(C)Oc1ccc(CN2CCCC(CO)(Cc3ccc(F)cc3)C2)cc1 (stereo not given) | -22 | -3 | 1 | 30 | -2 | -13 | -1 | 7 | -1
CCOc1ccc(N(CC(=O)NCc2ccco2)S(=O)(=O)c2ccc(OC)c(OC)c2)cc1 | -15 | 2 | 1 | 6 | 9 | 0 | -4 | -2 | 10
O=Cc1c(N2CCCCCC2)nc2ccccn2c1=O | 6 | 1 | 0.9 | 15 | 3 | -5 | 10 | 18 | 12
C/C(=N\OC(=O)c1ccc(Cl)cc1)c1sc(-c2ccccc2)nc1C | -5 | 0 | 0.89 | 9 | -5 | -9 | 11 | 21 | 6
C=CCNc1nc(SCC=C)nc2ccsc12 | -23 | -3 | 1 | 18 | 2 | 4 | -2 | 23 | 19
COc1ccc(Cl)cc1CSc1n[nH]c(C)n1 | -5 | -1 | 0.95 | -4 | 1 | -3 | 5 | 2 | -7
CC1(C)CC(=O)c2cnc(NC3CC3)nc2C1 | -17 | -4 | 1 | 9 | -1 | -3 | -4 | 6 | -8
CN1CCN(C(=O)c2ccccc2NC(=O)c2ccc(C(C)(C)C)cc2)CC1 | -25 | -1 | 0.99 | -6 | 33 | -6 | 1 | 1 | -5

The final 2 compounds of the part above open the next one.
SMILES | hIAP block | beta cell repl | mIAP activ | NALP3 yeast inh | APOBEC3A inh | APOBEC3G inh | mIAP inh | tim10-1 inh | TIM10 inh
CC1(C)CC(=O)c2cnc(NC3CC3)nc2C1 | -17 | -4 | 1 | 9 | -1 | -3 | -4 | 6 | -8
CN1CCN(C(=O)c2ccccc2NC(=O)c2ccc(C(C)(C)C)cc2)CC1 | -25 | -1 | 0.99 | -6 | 33 | -6 | 1 | 1 | -5
Cc1cc(C)nc(SCC(N)=O)n1 | -3 | -1 | 1.1 | -2 | -6 | -2 | -8 | 7 | -18
O=C(CCCOC(=O)c1ccc(O)cc1O)c1ccc(Br)cc1 | -23 | -3 | 0.99 | 25 | 7 | 1 | 1 | 1 | -11
CCCCOc1ccc(C(=O)NCC(=O)N2CC=C(c3ccccc3)CC2)cc1 | -7 | -4 | 0.9 | 8 | -2 | -4 | 10 | 2 | -1
C/C=C/C=N/NC(=O)CN(c1ccc(Br)cc1)S(=O)(=O)c1ccccc1 | 6 | 3 | 0.89 | 4 | 1 | -5 | 11 | 7 | 17
O=C(CC1CCCCC1)NCc1ccc(Cl)cc1 | -16 | -1 | 1.1 | 26 | -7 | -2 | -9 | -4 | -32
Cc1cc(NC(=O)Nc2cc(Cl)sc2Cl)no1 | -14 | 0 | 1.2 | 17 | 6 | -1 | -22 | 22 | 11
O=C(O)/C=C/C(=O)Nc1ccc(S(=O)(=O)N2CCCC2)cc1 | -11 | -5 | 1.1 | 17 | -2 | 5 | -5 | 15 | 17
CC1(C)CC(=O)N(c2cccc(Cl)c2)C(=O)C1 | 14 | 0 | 1 | 16 | 4 | -3 | -2 | 5 | -2
CN(CC(=O)Nc1ccc(F)cc1)C(=O)Cn1c(=O)oc2ccccc21 | 8 | 0 | 1 | 6 | 2 | -1 | -3 | -14 | 2
NC(=O)C1CCN(CCC(=O)Nc2ccc(Br)cc2)CC1 | -11 | -1 | 1 | -6 | 8 | 10 | 0 | 5 | 6
CS(=O)(=O)c1ccc(NC(=O)CCN2C(=O)C3CCCCC3C2=O)cc1 (stereo not given) | 12 | 3 | 0.99 | 12 | -2 | -12 | 0 | -4 | -2
Cc1ccc(NC(=S)NC2CC3CCC(C2)N3Cc2ccco2)cc1C (stereo not given) | -19 | -3 | 1.4 | 8 | 0 | -5 | -42 | -20 | -9
CCOc1ccccc1NC(=O)C1CCCN(S(=O)(=O)c2cccc3cccnc23)C1 (stereo not given) | -3 | -1 | 1.1 | -8 | 1 | -8 | -8 | 25 | 5
COC(=O)CCc1c(C)c(C(=O)c2ccco2)c2ccccn12 | -31 | -1 | 0.9 | 11 | 2 | 2 | 10 | 27 | 8
O=C(NCCCN1CCOCC1)c1ccccc1NS(=O)(=O)c1ccc(Br)cc1 | -12 | -2 | 0.97 | 3 | 0 | -3 | 3 | 8 | 2
C=CCOC(=O)C1=C(C)NC(C)=C(C(=O)OCC=C)C1c1ccc(C)o1 | 14 | -3 | 0.99 | 19 | 3 | 9 | 1 | 26 | -3
O=C(CN1C(=O)c2ccccc2S1(=O)=O)N1CCN(c2cccc(Cl)c2)CC1 | -72 | -1 | 1.1 | 21 | -1 | -2 | -6 | 20 | 15
COC(=O)c1ccc(N2CCOCC2)c(NC(=O)c2ccc3c(c2)OCCO3)c1 | -7 | 1 | 0.98 | 6 | -2 | -6 | 2 | 33 | 24
CC1c2nc3ccccc3n2C(CC(=O)NC2CC2)C(=O)N1Cc1ccccc1 (stereo not given) | 17 | 1 | 0.9 | 4 | -2 | -5 | 10 | 12 | 4
Cn1c(=O)c(Nc2ccc(O)cc2)c2c3c(cccc31)C(=O)c1ccccc1-2 | 14 | -4 | 0.67 | 10 | -39 | -62 | 33 | 14 | 13
O=C(Nc1ccc(S(=O)(=O)Nc2ccccn2)cc1)c1ccccc1 | 2 | 2 | 0.99 | 13 | -2 | -12 | 1 | -20 | -10
CCCSc1oc(-c2ccco2)nc1S(=O)(=O)c1ccc(C)cc1 | 9 | -2 | 0.93 | 39 | -3 | -2 | 7 | 22 | -29
O=C(Nc1ccc(F)c(F)c1)C1CCCCC1 | -3 | -3 | 1.2 | 3 | -4 | -12 | -22 | 24 | 14
CCc1nnc(NC(=O)c2cccnc2)s1 | 13 | -1 | 1.1 | 21 | 0 | 0 | -11 | 0 | 4
COC(CN(C(=O)CCl)C(C(=O)NC1CCCC(C)C1C)c1ccc(C)cc1)OC (stereo not given) | 3 | -6 | 0.96 | 12 | 3 | -2 | 4 | 23 | 35

Remaining list, next part.
SMILES | hIAP block | beta cell repl | mIAP activ | NALP3 yeast inh | APOBEC3A inh | APOBEC3G inh | mIAP inh | tim10-1 inh | TIM10 inh
Cc1ccc(S(=O)(=O)N/N=C/c2ccccc2F)cc1[N+](=O)[O-] | 7 | -1 | 1 | 26 | 7 | -2 | -2 | 7 | -4
CC(=O)O[C@]1(C(C)=O)CC[C@H]2[C@@H]3C=C(Cl)C4=CC(=O)CC[C@]4(C)[C@H]3CC[C@@]21C | 0 | -3 | 0.99 | 5 | 2 | -1 | 1 | 5 | 14
COC(=O)c1c(C)nc(C)c2c(=O)oc3ccccc3c12 | -5 | 4 | 0.92 | 22 | 1 | -4 | 8 | 25 | 14
C/C(=N\NC(=O)c1cc(-c2ccccc2C)nc2ccccc12)c1cccnc1 | -29 | -3 | 1.1 | 18 | 4 | 1 | -7 | 1 | -7
CC(NC(=O)CCN1C(=O)c2ccccc2S1(=O)=O)c1ccccc1 (stereo not given) | -15 | -1 | 1 | 0 | -4 | -6 | 0 | 3 | -1
CC(C)(C)NC(=O)CSC(=Nc1ccc(F)cc1)NC#N | 3 | -1 | 0.97 | -5 | 2 | 1 | 3 | 17 | 12
O=C1OCCC1Sc1nnc(-c2cccc(Br)c2)o1 (stereo not given) | -27 | -3 | 0.96 | 13 | -1 | -1 | 4 | 33 | -12
COc1ccc(CCn2c(=N)c(C(=O)NC3CCCC3)cc3c(=O)n4ccccc4nc32)cc1OC | 1 | -3 | 0.92 | 0 | -4 | -4 | 8 | 2 | 1
CCCn1nc(CC(=O)OCC)c2ccccc2c1=O | 9 | -1 | 1 | 10 | 4 | 2 | 0 | -2 | -10
CC(=O)SC1CC(=O)N(c2ccc(C(C)(C)C)cc2)C1=O (stereo not given) | -11 | -3 | 0.94 | 22 | 2 | 5 | 6 | 55* | 36
CCN(CC)c1ccc(/C=C/c2cccc[n+]2C)c(OC)c1 | 30 | -4 | 0.88 | 27 | 37 | -13 | 12 | 18 | 5
Cc1cc(C(=O)N/N=C/c2ccc(Br)o2)n[nH]1 | -17 | 3 | 0.95 | 0 | -1 | -2 | 5 | 8 | -9
CC1(C)Cc2ccccc2C(/C(=N\Nc2cccc(Cl)c2)C(N)=O)=N1 | 7 | -5 | 0.84 | 27 | -1 | -3 | 16 | -31 | 10
Fc1ccccc1NC(=S)N(CCN1CCCCC1)Cc1ccco1 | -3 | 1 | 1 | 2 | -7 | -3 | -4 | 0 | 13
CCNc1ccc(S(=O)(=O)NCCN(C)C)cc1[N+](=O)[O-] | 0 | 0 | 0.92 | -3 | 1 | -2 | 8 | 0 | 1
CCCNC(=O)NC(=O)CSc1ncc(C(F)(F)F)cc1Cl | 3 | -3 | 1.1 | 14 | -1 | -7 | -9 | 1 | 9
COc1ccc(OC)c(C2Nc3ccccc3NC3=C2C(=O)CC(C)(C)C3)c1 (stereo not given) | -6 | 5 | 1.1 | 17 | -3 | -5 | -6 | -1 | -8
O=C(CCS(=O)(=O)c1cc2c(cc1Cl)NC(=O)CO2)NCc1ccccc1 | 13 | -3 | 0.91 | 8 | -5 | -5 | 9 | -8 | 3
